HTR5A inv ag: counter-screen for OPRM1-OPRD1 inverse agonists: human HTR5A inverse agonism; P47898; HTR5A cell line, luminescence; inhibition, % at 9.3 µM; hit rate 0.083% among 340,000; in the data active means inhibition mostly above about 23%, no sharp cut-off; inactive means mostly below about 18%;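 further: 0% = cells with DMSO and 100% = no-cell wells with DMSO; some compounds called inactive have numbers as strong as hits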
Tat transport: E. coli Tat transport inhibition | hit rate 0.036% among 340,000 | inhibition, % at 10 µM | E. coli MC4100 TorA-mCherry Tat export, fluorescence;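 active means mean replicate inhibition at least 50% and at least half of replicates individually reaching 50%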;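 further: exported cargo escapes ClpAP degradation while cytoplasmic cargo is degraded and loses fluorescence; 0% = median of neutral control wells and 100% = median of NaSCN control wells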
SUMO Mot1 rescue: blocks SUMOylation pathway, rescuing yeast Mot1-301 growth. S. cerevisiae Mot1-301 growth rescue, ATP luminescence, 38.5C; percent above DMSO median, 100 means doubled. growth rescue, % at 18.8 µM. hit rate 1% among 320,000;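 active means every valid replicate shows activation above 250% relative to neutral control wells; inactive means the rest, any valid replicate at or below 250%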;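 further: OY570 slx delta 5 strain wells were the positive control but not used for scaling; some compounds called inactive have numbers as strong as hits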
PKA-R2B activ: PKA-R2B complex activation; P22694+P31323; PKA-R2B holoenzyme dissociation, Cy5-IP20 fluorescence polarization; R2B truncated from residue 108, S112A mutant; 0% DMSO only, 100% 113 µM cGMP; activation, % at 11.4 µM; AID 504700; hit rate 0.079% among 340,000;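 active means activation above a cutoff set at the mean over all compounds plus 3 SD, cut at about 18% in these data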;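 further: higher means more holoenzyme dissociation and a rise in polarization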
Target sequence (P31323 whole entry, looked up, other chains not shown, the tested form may be a part): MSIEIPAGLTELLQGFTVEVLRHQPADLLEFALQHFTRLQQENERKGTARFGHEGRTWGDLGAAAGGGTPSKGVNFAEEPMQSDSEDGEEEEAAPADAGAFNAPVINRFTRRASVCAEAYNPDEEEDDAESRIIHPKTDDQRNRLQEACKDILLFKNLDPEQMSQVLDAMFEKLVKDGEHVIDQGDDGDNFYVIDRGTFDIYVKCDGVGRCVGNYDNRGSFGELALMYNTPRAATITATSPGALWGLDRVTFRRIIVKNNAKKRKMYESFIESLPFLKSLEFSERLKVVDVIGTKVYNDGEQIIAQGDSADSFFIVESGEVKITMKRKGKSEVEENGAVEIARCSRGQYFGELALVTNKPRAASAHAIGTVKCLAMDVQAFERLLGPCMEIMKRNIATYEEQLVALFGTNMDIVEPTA
PKA-R1A act: activates the PKA-R1A holoenzyme complex; AID 504707; P00514+P68181; activation, % at 11.4 µM; hit rate 0.083% among 340,000; PKA-R1A dissociation, Cy5-IP20 fluorescence polarization; scaled: DMSO 0%, 113 µM cGMP 100%;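 active means percent activation above the mean of all tested compounds plus 3 SD, cut at about 19% in these data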;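 further: higher means more PKAc released from R1A so a rise in polarization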
phage Ecoli inh: E. coli growth loss with phage present; growth absorbance; inhibition, % at 11.9 µM; hit rate 0.26% among 360,000; AID 651602; in the data active means inhibition above about 11%
HTR5A ag ctr: HTR5A agonism, opioid heterodimer counter-screen | P47898 | HTR5A agonist assay, luminescence, cell-based | hit rate 0.61% among 340,000 | AID 504692 | activation, % at 9.3 µM; in the data active means activation mostly above about 9.5%, no sharp cut-off; inactive means mostly below about 7.6%;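 further: 0% = cells with vehicle only and 100% = reference agonist; strong numbers were not always called active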
E coli growth: reduces bacterial viability in AddAB counter-screen; inhibition, % at 11.9 µM; E. coli V3065 growth, OD600 absorbance, 18 h; hit rate 0.27% among 330,000;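 active means inhibition above the campaign's mean inhibition across all tested compounds plus 3 SD, cut at about 9.9% in these data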;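 further: uninfected addAB+ strain grown without phage in ampicillin broth; 0% = DMSO wells and 100% = ciprofloxacin 0.95 µg/ml wells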
AddAB inh: less growth of phage-infected E. coli with AddAB; E. coli expressing H. pylori AddAB, absorbance growth; hit rate 0.29% among 330,000; inhibition, % at 11.9 µM; in the data active means inhibition above about 12%;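 further: 0% = vehicle wells of infected cells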
DAGLB inhibitor: diacylglycerol lipase beta (human) inhibition. AID 504411. hit rate 0.059% among 340,000. HEK293T DAGLB membrane lysate, EnzChek fluorogenic substrate. Q8NCG7. inhibition, % at 5.17 µM; in the data active means inhibition above about 34%;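 further: 0% = enzyme with vehicle and 100% = wells lacking enzyme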
CDK5 p35 inh: CDK5/p35 (human) kinase inhibition; Recombinant CDK5/p35, ADP-Glo luminescence, 60 min; Q00535+Q15078; hit rate 0.01% among 330,000; inhibition, % at 10 µM; AID 488839;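 active means highest replicate inhibition of at least 50% and at least 75% of replicates reaching 50%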;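 further: plate controls were DMSO neutral control for no effect and GW8510 at 10 µM for full effect; many of its hits are not listed in these tables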
Target sequence (Q00535 whole entry, looked up): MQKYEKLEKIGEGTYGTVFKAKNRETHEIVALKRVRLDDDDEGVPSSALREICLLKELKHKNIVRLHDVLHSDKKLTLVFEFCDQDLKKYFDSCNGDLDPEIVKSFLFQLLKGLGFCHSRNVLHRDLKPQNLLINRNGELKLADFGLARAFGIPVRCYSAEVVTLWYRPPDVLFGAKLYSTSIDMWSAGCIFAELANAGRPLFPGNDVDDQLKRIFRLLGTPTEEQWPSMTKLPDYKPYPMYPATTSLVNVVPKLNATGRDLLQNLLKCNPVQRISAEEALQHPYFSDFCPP
Target sequence (Q15078 whole entry, looked up): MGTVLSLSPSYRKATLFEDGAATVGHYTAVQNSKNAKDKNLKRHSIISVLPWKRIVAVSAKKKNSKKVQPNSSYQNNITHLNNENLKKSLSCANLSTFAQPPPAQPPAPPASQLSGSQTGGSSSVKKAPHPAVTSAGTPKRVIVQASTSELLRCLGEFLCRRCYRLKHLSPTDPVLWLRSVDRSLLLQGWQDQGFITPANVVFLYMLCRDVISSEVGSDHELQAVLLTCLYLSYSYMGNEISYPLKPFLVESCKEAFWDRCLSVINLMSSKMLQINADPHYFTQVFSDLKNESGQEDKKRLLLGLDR
Starred values were filed as active, the others as inactive; · = no result given.

Results follow in this order: DAGLB inhibitor	PKA-R1A act	PKA-R2B activ	CDK5 p35 inh	AddAB inh	Tat transport	HTR5A inv ag	phage Ecoli inh	HTR5A ag ctr	SUMO Mot1 rescue	E coli growth
1) O=C(/C=C/c1ccco1)NCCCN1CCOCC1
    -1	4	-2	0.3	0.5	-6	-11	4.1	-1	·	0.9
2) Cc1ccc(C)c(N2CCN(CCCc3ccccc3)CC2)c1
    -25	-1	0	1.2	·	10	-2	-0.9	11	14	·
3) Cc1ccc(S(=O)(=O)N2CC3(C)CN(S(=O)(=O)c4ccc(C)cc4)CC(C)(C2)C3O)cc1 (stereo unspecified)
    -2	-9	2	-1.8	5.3	8	2	1.3	-4	52	-0.2
4) CS(=O)(=O)N1CCN(c2ccc(NC(=S)NC(=O)c3ccccc3[N+](=O)[O-])cc2)CC1
    3	1	5	-0.8	5.4	-7	15	4.3	-6	-10	1.3
5) COc1ccc(/C(C)=N/NS(=O)(=O)c2ccccc2)c(OC)c1
    0	-14	0	0.0	-1.8	1	6	3.8	-2	7	-0.4
6) Cc1cc(NC(=O)C(C)Oc2ccccc2)no1 (stereo unspecified)
    -1	-1	15	0.5	1.4	2	-15	-0.3	1	-4	-1.8
7) NC(=O)C1CCCN(CC(=O)Nc2ccccc2C(=O)NC2CC2)C1 (stereo unspecified)
    0	11	2	0.0	-1.0	-4	2	0.5	2	-4	0.5
8) Cc1nc2cc(-c3ccsc3-n3c(C)ccc3C)[nH]n2c(=O)c1Cl
    14	8	3	0.5	3.6	1	-9	0.5	0	-2	-0.1
9) CSc1ccc(C(c2c(C(=O)O)[nH]c3ccccc23)c2c(C(=O)O)[nH]c3ccccc23)cc1
    6	5	7	-3.4	-1.2	0	-9	1.8	3	-18	-2.8
10) CN1CCC(=O)N([C@H](CC#N)c2ccccc2)CC1
    -1	-2	-6	0.2	7.0	-6	9	2.2	0	-17	1.7
11) CCOc1cc(C#N)c(NC(=O)c2cccnc2Cl)cc1OCC
    1	0	-2	-0.3	0.9	6	-23	2.3	1	1	0.8
12) O=C(NNC(=O)c1ccc2c(c1)OCO2)NC12CC3CC(CC(C3)C1)C2
    -2	-16	-5	-2.4	8.6	4	-4	13*	2	0	6.4
13) Cc1ccc(-c2nn3c(C)nnc3s2)cc1NC(=O)CSc1ccc(Cl)cc1
    -1	9	-10	-2.6	-1.3	4	0	1.3	4	11	0.5
14) COc1cc(NC(=S)Nc2cccc(C)n2)cc(OC)c1OC
    0	7	-6	-5.7	-1.6	11	1	4.7	0	22	-0.9
15) COc1ccc(N2CCN(C(=O)c3oc4ccccc4c3NC(=O)CCc3cc(OC)no3)CC2)cc1
    0	-6	6	0.8	-0.7	9	3	1.1	-2	-7	-3.2
16) O=C(COC(=O)Cc1c(F)cccc1Cl)NC1CCS(=O)(=O)C1 (stereo unspecified)
    -1	-7	6	-0.8	-0.3	-3	-26	3.2	11	-21	-0.1
17) O=C(NCc1ccccc1)C(c1ccncc1)N(C(=O)c1csnn1)c1ccccc1F (stereo unspecified)
    -4	-11	1	-0.6	0.8	2	-1	1.2	0	-12	-0.8
18) COc1ccc(CNc2nc(NC(C)=O)nn2-c2ccccc2)cc1
    1	-11	-3	-2.0	-0.2	-13	-37	0.9	3	2	-1.6
19) CC(C)OC(=O)c1ccc(COC(=O)c2cccc(-c3nnc(-c4ccccc4)o3)c2)cc1
    -1	0	-1	-0.4	3.7	-7	-28	4.1	-5	-10	-0.8
20) NC(=O)CC(NC(=O)Cc1cccc2ccccc12)c1ccc(N2CCCCCC2)c([N+](=O)[O-])c1 (stereo unspecified)
    14	-14	-11	-1.5	4.4	3	4	1.0	-2	216	0.3
21) CCCCNC(=O)C1CCCN(S(=O)(=O)c2ccc(S(=O)(=O)NCC(C)C)cc2)C1 (stereo unspecified)
    -5	-7	-13	0.2	-0.8	7	-25	2.1	-2	2	-0.6
22) C=CCNc1nc2c(c(=O)[nH]c(=O)n2C)n1CCCc1ccccc1
    0	-8	0	1.1	4.4	0	9	3.6	1	20	0.2
23) CC(=O)c1c(C)[nH]c(C(=O)Nc2cccc(C)c2C)c1C
    -3	-2	3	-0.9	2.1	1	-8	-0.9	2	4	-0.3
24) O=C(Cn1ncc2c(=O)oc3ccccc3c21)NC1CC1
    0	-14	-9	-1.4	-1.5	7	12	1.2	-3	20	-0.8
25) NC(=O)c1cccnc1Nc1ccccc1F
    -2	-5	-8	-0.5	4.8	2	-9	1.9	1	-2	-1.1
26) CCOC(=O)Cc1csc(NC(=O)CSc2nc(C)cc(=O)[nH]2)n1
    -9	-5	0	1.3	0.2	1	-10	3.2	4	10	1.3
27) CCOc1ccccc1NC(=O)Cc1ccccc1OC
    -7	-9	-7	0.5	-0.6	-1	16	1.4	1	-3	-1.6
28) CCN(CC(=O)Nc1cccc(S(N)(=O)=O)c1)Cc1nc2ccccc2c(=O)[nH]1
    1	-9	-3	0.8	1.6	-5	5	0.1	-2	21	-1.4
29) Oc1c(Br)cc(Br)cc1CNc1ccc(F)cc1
    -1	3	0	1.2	0.7	7	-4	4.7	1	133	0.6
30) CCCc1nn(C)c2c(=O)[nH]c(-c3ccccc3OCC)nc12
    0	-11	-5	0.4	2.0	20	26	3.7	2	-11	-0.3
31) CCn1c(=O)[nH]c2cc(Cl)c(Cl)cc21
    4	-2	3	0.3	-2.3	-3	-6	4.7	2	-20	-1.2
32) Nc1c(C(=O)O)sc2nc(-c3ccccc3)cc(-c3ccc(Cl)cc3)c12
    5	-6	-1	0.7	0.8	-3	-24	1.2	2	19	0.0
33) CCCCC(=O)Nc1ccc(C(=O)N2CCN(c3ccccc3OC)CC2)cc1
    3	-1	-1	1.6	-1.3	5	-6	3.6	5	-8	2.2
34) S=C(NCc1ccncc1)Nc1ccccc1
    1	-7	1	-1.2	-2.4	-1	-11	3.3	4	17	-2.2
35) CC(=O)Nc1ccc(NC(=O)C(NS(=O)(=O)c2ccc3c(c2)OCCO3)C(C)C)cc1 (stereo unspecified)
    1	3	0	-1.3	1.2	3	-4	2.3	2	2	-0.5
36) CCCNC(=O)c1ccc(N2CCC3(CC2)CC(c2ccccc2)=NO3)c(NC(=O)Cc2ccc(F)cc2)c1
    1	-8	-2	1.6	2.6	6	4	3.6	5	16	-1.7
37) CCOC(=O)c1c(Cc2cccc(Cl)c2)c[nH]c1C
    -6	-1	-1	1.1	6.2	-2	-17	5.6	7	-31	3.3
38) CCCn1nnnc1NCc1ccc(N2CCCC2)cc1
    3	-1	1	1.4	2.2	-5	6	3.9	4	20	1.7
39) CON/C=N/C(=S)Nc1ncc(C(F)(F)F)cc1Cl
    -2	4	-14	-2.4	2.7	-7	-21	2.5	2	-18	0.6
40) CCOC(=O)C1CCN(C(c2ccc(OC)c(OC)c2)c2sc3nc(C)nn3c2O)CC1 (stereo unspecified)
    3	-12	-9	-9.1	-3.2	-3	-6	3.1	0	-15	1.4
41) CN(CC(=O)Nc1nc2ccccc2s1)S(=O)(=O)c1ccc(Br)cc1
    -3	-13	-4	-1.5	0.2	27	-24	2.3	4	18	-2.2
42) Cc1onc(-c2ccccc2)c1C(=O)Nc1ccon1
    1	-3	6	-0.1	-1.6	-7	-1	2.0	-1	3	-1.8
43) COCCCNC(=O)C[C@H]1C[C@H](C(=O)N2CCCCC2)[C@@]2(CCc3ccccc3)c3[nH]c4ccc(Cl)cc4c3CCN2C1=O
    -3	2	3	-1.1	-1.9	5	-6	3.4	2	·	-2.9
44) CCOC(=O)c1ccc(NC(=O)C2=C(C)Nc3nc(CCCO)nn3C2c2cccc(C)c2)cc1 (stereo unspecified)
    -1	-8	0	0.3	1.3	-2	18	1.8	-6	8	-2.4
45) O=C(COc1ccccc1F)NCC(c1ccco1)N1CCCC1 (stereo unspecified)
    -2	-6	0	-2.2	2.0	-4	0	3.2	0	-18	3.4
46) N#C/C(=C\Nc1ccc2c(c1)OCCO2)c1nc(-c2ccccc2)cs1
    -5	0	-15	-2.0	0.8	4	14	4.6	1	5	0.8
47) CCCCc1ccc(-c2c(C#N)c(N)nc3c2CCCC3)s1
    -2	4	-3	-2.7	-2.0	-6	-2	2.2	-1	-9	0.1
48) CCc1ccc(-c2cc(N)n(-c3ccccc3)n2)cc1
    -1	9	2	-2.2	·	-2	4	1.7	-1	·	·
49) O=C(c1cc2cccc([N+](=O)[O-])c2oc1=O)N1CCOCC1
    -11	-1	1	-4.7	-2.5	6	-15	-0.3	-3	1	-2.7
50) Cc1cccc(N2C(=O)C=CC2=O)c1
    0	-6	4	1.1	·	1	-10	1.6	3	·	·
51) CC(C)=CCC/C(C)=C/CNC(=O)C[C@H]1C[C@H](C(=O)N2CCCCC2)[C@@]2(C)c3[nH]c4cc(-c5ccco5)ccc4c3CCN2C1=O
    -2	-8	-9	2.3	-1.4	-11	-2	3.0	1	·	-2.1
52) CCOC(=O)c1sc2nc(COC(=O)c3c(F)cccc3F)[nH]c(=O)c2c1C
    -7	-4	-2	-2.7	-3.3	6	2	2.4	1	-20	-1.9
53) CC(OC(=O)c1ccc(-n2cnnn2)cc1)C(=O)Nc1ccc(F)c(F)c1F (stereo unspecified)
    -2	-3	2	0.6	2.7	-4	-5	-0.9	2	22	1.1
54) O=C(CSC(=S)N1CCCC1)N1CCN(S(=O)(=O)c2ccccc2F)CC1
    -3	-7	0	1.0	0.2	-8	4	2.2	-1	-19	-0.2
55) CCC(=O)Nc1ccc(Cl)c(NC(=O)c2cccc(OC)c2)c1
    0	-5	-11	0.6	-0.3	-3	-11	4.0	5	9	-1.1
56) CCOC(=O)NN1C(=O)c2ccccc2NC1C (stereo unspecified)
    -1	-11	2	-2.9	-1.4	3	12	0.1	2	177	0.5
57) Cc1cc2cc3c(cc2nc1SCC(=O)OC(C)C)OCCO3
    -19	-4	-12	-0.2	2.0	2	10	4.6	0	0	0.2
58) CCn1c(SCC(=O)NCCc2ccccc2)nc2c([nH]c3ccccc32)c1=O
    -2	-4	6	-0.6	1.1	3	17	2.7	-7	24	1.2
59) COc1ccc2c(C)cc3n[nH]c(=S)n3c2c1
    2	3	-12	7.7	-0.3	-3	3	1.2	-1	24	-2.7
60) COC(=O)c1nc(NNC(=O)c2ccccc2)sc1-c1ccccc1
    3	-8	-4	-1.4	0.4	0	12	0.6	-3	2	-0.5

More results follow.
Results follow in this order: DAGLB inhibitor	PKA-R1A act	PKA-R2B activ	CDK5 p35 inh	AddAB inh	Tat transport	HTR5A inv ag	phage Ecoli inh	HTR5A ag ctr	SUMO Mot1 rescue	E coli growth
61) COc1ccc(C(=O)COC(=O)/C=C/c2ccco2)cc1F
    -3	-8	3	0.0	2.5	4	12	2.3	-5	39	-0.3
62) CCOc1ccc2oc(C(=O)OCC(=O)N3CCCC(C)C3)c(C)c2c1 (stereo unspecified)
    -4	11	6	-0.5	1.4	6	-27	2.6	11	47	2.0
63) O=C(NCCN1C(=O)S/C(=C/c2cccnc2)C1=O)C1CC(=O)N(Cc2ccccc2)C1 (stereo unspecified)
    -2	-2	2	0.0	3.7	8	4	1.7	-2	-8	1.4
64) C=CCn1nc(-c2ccccc2)c(N2CCCCC2)cc1=O
    1	-2	-14	2.0	-2.2	1	-2	4.8	-1	460	-0.6
65) COc1ccc(NC(=O)c2ccc(N3C(=O)C4CC=C(C)CC4C3=O)cc2)c(OC)c1 (stereo unspecified)
    -2	7	-2	-0.2	0.0	3	10	3.7	-3	-17	0.1
